High-throughput results from PubChem BioAssay.
RNase H inhibition: RNase H inhibition, HIV 1 Gag Pol polyprotein, FRET biochemical assay, screening (AID 372). HIV-1 RT RNase H, FRET RNA/DNA substrate fluorescence; higher % means a stronger effect. one-dose inhibition, % at 10 µM; IC50 in µM for titrated hits. 100,000 tested, 0.77% active; in the data active means inhibition above about 50%
The depositor's hits bear a star. Only part of the results is shown (hit frequency here may not be typical).

SMILES	RNase H inhibition
CC1(C)Cc2c(sc3[nH]c(=S)[nH]c(=S)c23)CO1	2%
COc1ccc(-c2nnc(NC(=O)c3cccc(C)c3)s2)cc1	2%
COc1ccc(CN2CCN(CC3CC=CCC3)CC2)c(OC)c1OC (stereo not given)	7%
COc1ccc(Br)cc1CNC1C2CC3CC(C2)CC1C3 (stereo not given)	12%
COc1ccc(CCNc2cc(N3CCN(C(=O)c4ccc(Cl)cc4)CC3)ccc2[N+](=O)[O-])cc1OC	10%
O=C(O)c1c2c(nc3ccccc13)CCCC2	5%
c1ccc2c(c1)c1ccccc1c1nc3cc(Cc4ccc5nc6c7ccccc7c7ccccc7c6nc5c4)ccc3nc21	1%
CCN=Cc1c(O)n(-c2ccc(Cl)cc2)c(=O)[nH]c1=O	0%
CC(=O)N(c1ccccc1)C1CC(C)N(C(=O)C(C)C)c2ccccc21 (stereo not given)	11%
COc1ccc(NC(=O)/C=C/c2ccccc2Cl)cc1	1%
Cc1ccc(N2C(=O)C(Cl)=C(Nc3cccc(C)c3C)C2=O)c(C)c1	24%
Cc1ccccc1C(=O)NC(=S)Nc1cccc(-c2nc3ccccc3s2)c1	2%
Cc1ccc(C(=O)Nc2cccc(-c3nc4ncccc4o3)c2C)cc1	4%
CC(=O)COc1ccc2c(C)c(C)c(=O)oc2c1	0%
Cc1ccc(/C=C/C(=O)c2c3c(c(C)[nH]c2=O)CCCC3)cc1	11%

Gathered by group: the entries above containing sulfur.
SMILES	RNase H inhibition
CC1(C)Cc2c(sc3[nH]c(=S)[nH]c(=S)c23)CO1	2%
COc1ccc(-c2nnc(NC(=O)c3cccc(C)c3)s2)cc1	2%
Cc1ccccc1C(=O)NC(=S)Nc1cccc(-c2nc3ccccc3s2)c1	2%

More structures follow:
SMILES	RNase H inhibition
COc1cc(/C=C2\SC(=S)NC2=O)ccc1OCCOc1c(C)cccc1C	41%
CCOCCOC(=O)C1=C(C)NC2=C(C(=O)CCC2)C1c1cc(OC)c(OC)c(OC)c1 (stereo not given)	9%
Clc1ccccc1-c1noc(C23CC4CC(CC(C4)C2)C3)n1	12%
Fc1ccc(N=Cc2ccc(C=Nc3ccc(F)cc3)cc2)cc1	0%
CCC(=O)Nc1ccc(C(=O)NNC(=O)c2cccc(C)c2)cc1	9%
COc1cccc(/C=C2/OC(=S)N(C)C2=O)c1	9%
C=CCc1cc(/C=C2\C(=O)NC(=O)N(c3ccccc3CC)C2=O)cc(OCC)c1O	19%
Cc1c(C(=O)OC(C)C)sc(NC(=O)c2cnccn2)c1C(=O)OC(C)C	9%
COc1cc(/C=C2\C(=O)NC(=O)N(c3ccc(Br)c(C)c3)C2=O)cc(OC)c1O	22%
O=C(Nc1ccc(Cl)c(-c2nc3ccccc3s2)c1)c1cc2ccccc2o1	23%
O=C1NC(=S)N/C1=C\c1ccc(-c2cc([N+](=O)[O-])ccc2O)o1	29%
COC(=O)C1=C(C)N(C)C(=O)NC1c1ccc([N+](=O)[O-])s1 (stereo not given)	7%
O=C(Nc1cc(-c2nc3ccccc3o2)ccc1Cl)C(c1ccccc1)c1ccccc1	29%
CCOc1cc(C2C(C#N)=C(N)OC3=C2C(=O)CC(C)(C)C3)ccc1O (stereo not given)	0%
CCOC(=O)C1CCN(S(=O)(=O)c2ccccc2)CC1	5%
CCCCCCOC(=O)Sc1nc2ccccc2o1	2%
CCOc1ccc2c(c1)C(=C1SC(C(=O)OC)=C(C(=O)OC)S1)C(=S)C(C)(C)N2C(=O)c1cccc(F)c1	21%
COc1cc(C2NC(=O)NC(C)=C2C(=O)OCCC#N)cc(OC)c1OC (stereo not given)	1%
COc1ccccc1C(=O)Nc1cccc(NC(=O)c2ccccc2)c1	4%
Cc1cc(C)n(-c2cc(N/N=C/c3cccc(F)c3)nc(C)n2)n1	10%
CCOC(=O)C(C#N)C1(c2ccccc2)CCOC(C)(C)C1 (stereo not given)	10%
CCOC(=O)C1=C(C)N=c2s/c(=C\c3ccc(-c4ccc(Cl)cc4)o3)c(=O)n2C1c1ccc(OC)cc1OC (stereo not given)	51%*
COc1ccc(OC)c(C2NC(=S)NC(C)=C2C(=O)Nc2cc(Cl)ccc2OC)c1 (stereo not given)	12%
COc1ccc(C(=O)c2c(C)oc3cc([N+](=O)[O-])c(O)c([N+](=O)[O-])c23)cc1	9%
O=c1/c(=C\c2ccc(OCc3ccccc3)c(Br)c2)sc2nc3ccccc3n12	12%
O=c1nc(N/N=C/c2cc([N+](=O)[O-])ccc2O)cn[nH]1	14%
CCC(C)OC(=O)/C(C#N)=C\c1ccc(-c2ccc(C)cc2)o1 (stereo not given)	8%
CN1C(=O)C(=Cc2ccc(-c3cc(C(=O)O)ccc3Cl)o2)C(=O)N(C)C1=S	23%
Cc1cc(Cl)cc(SCC(=O)O)c1Cl	5%
Cc1cccc(C(=O)Nc2ccc(O)c(-c3nc4ccccc4o3)c2)c1	5%

Next part, overlapping the part above by 2 compounds.
SMILES	RNase H inhibition
Cc1cc(Cl)cc(SCC(=O)O)c1Cl	5%
Cc1cccc(C(=O)Nc2ccc(O)c(-c3nc4ccccc4o3)c2)c1	5%
CCOc1ccc(C2/C(=C(\O)c3ccc(Cl)cc3)C(=O)C(=O)N2CCCn2ccnc2)cc1 (stereo not given)	2%
COc1ccc(NC(=O)Cc2ccccc2)c(OC)c1	0%
CCn1c2c(c3cc(C4CCCCC4)ccc31)CCCC2O (stereo not given)	14%
COc1cccc(N(CC(=O)NCc2ccccn2)S(=O)(=O)c2ccc(C)cc2)c1	0%
O=C(N/N=C/c1cccnc1)c1cc(Br)ccc1O	7%
O=C(COc1ccc(Cl)cc1Cl)N/N=C/c1c(F)cccc1Cl	11%
CC(=O)NNC(=O)COc1ccc(C(C)(C)CC(C)(C)C)cc1	7%
C#Cc1cccc(N2C(=O)c3ccc(-c4nc5ccccc5c(=O)o4)cc3C2=O)c1	19%
O=C(NC(NC(=O)C(c1ccccc1)c1ccccc1)c1cccc([N+](=O)[O-])c1)C(c1ccccc1)c1ccccc1	10%
COc1cc2ccccc2cc1C(=O)NC(=S)Nc1cccc(-c2nc3ncccc3o2)c1C	0%
C#CCSc1nc2c(c(=O)n1-c1ccc(OC)cc1)C1(CCCC1)Cc1ccccc1-2	1%
CC(C)(C)NC(=O)c1cc(NC(=O)c2ccco2)cc(NC(=O)c2ccco2)c1	6%
COc1ccc(C(=O)/C=C/c2ccc(N3N=C(c4ccccc4)CC3c3ccccc3)cc2)cc1 (stereo not given)	0%
O=C(Nc1ccc(NS(=O)(=O)c2cc(Cl)c(Cl)cc2Cl)cc1)c1ccccc1	9%
CC(C)NC(=O)C12CC3CC(C1)CC(C(=O)NC(C)C)(C3)C2	12%

Seven records drawn at random from the list so far, as already listed:
SMILES	RNase H inhibition
C#CCSc1nc2c(c(=O)n1-c1ccc(OC)cc1)C1(CCCC1)Cc1ccccc1-2	1%
COc1cccc(N(CC(=O)NCc2ccccn2)S(=O)(=O)c2ccc(C)cc2)c1	0%
CCn1c2c(c3cc(C4CCCCC4)ccc31)CCCC2O (stereo not given)	14%
CCOc1ccc(C2/C(=C(\O)c3ccc(Cl)cc3)C(=O)C(=O)N2CCCn2ccnc2)cc1 (stereo not given)	2%
COc1ccc(NC(=O)Cc2ccccc2)c(OC)c1	0%
O=C(Nc1ccc(NS(=O)(=O)c2cc(Cl)c(Cl)cc2Cl)cc1)c1ccccc1	9%
CC(C)NC(=O)C12CC3CC(C1)CC(C(=O)NC(C)C)(C3)C2	12%

Next part.
SMILES	RNase H inhibition
O=c1/c(=C/c2cccc(OCc3ccc(Cl)cc3)c2)sc2nc3ccccc3n12	28%
COCCOC(=O)C1=C(C)NC2=C(C(=O)CC(c3ccc(OC)cc3)C2)C1c1ccc(C)cc1 (stereo not given)	10%
Cc1ccc(OCCOCCN2CCCC2)cc1	6%
COc1ccc(C2CC(C(F)(F)F)n3nc(C(=O)NCc4ccco4)c(Br)c3N2)cc1 (stereo not given)	16%
CCOc1cc(/C=C(\C#N)C(=O)NCC2CCCO2)ccc1OCc1ccccc1C#N (stereo not given)	15%
CC(=O)c1c(C)oc2c1cc(NS(=O)(=O)c1ccc(Cl)cc1)c1ccccc12	12%
COc1ccc2[nH]c3c(c2c1)CCn1c-3nc2sc3c(c2c1=O)CCCCC3	4%
CCOc1cc(/C=C2/C(=O)N(c3ccc(C(=O)O)cc3)N=C2C)ccc1O	29%
CC(=O)NC1=NC(=O)/C(=C\c2cccc(F)c2)S1	3%
O=C(c1ccc([N+](=O)[O-])cc1)N1CCN(C(=O)c2ccccc2F)CC1	5%
COc1ccc(/C=N/NC(=O)c2ccc(N3CCCC3=O)cc2)cc1OC	12%
COc1ccc(CN2CCN(Cc3ccc(Br)cc3)CC2)cc1OC	14%
CC(=O)Oc1ccccc1/C=C1\SC(=S)NC1=O	12%
O=C(Nc1ccc(Br)cc1)NS(=O)(=O)c1ccccc1Cl	9%
COc1cccc(Nc2nnc(-c3cc4cc(OC)ccc4oc3=O)s2)c1	43%
Cc1cccc(Nc2nc(N/N=C/c3cc(Br)cc([N+](=O)[O-])c3O)nc(N3CCC(C)CC3)n2)c1C	21%
O=C1c2ccccc2C(=O)N1CN1CCC(Cc2ccccc2)CC1	6%
O=C(N/N=C/c1ccccc1O)N/N=C/c1ccccc1O	5%
O=[N+]([O-])c1ccc(N2CCN(c3nc4ccc([N+](=O)[O-])cc4s3)CC2)cc1	12%
Cc1cc(C)nc(/N=C(/N)NNC(=O)c2cccnc2)n1	1%
CCOc1cc([N+](=O)[O-])cc(/C=C2/SC(=S)NC2=O)c1O	12%
CCOC(=O)C1=C(C)N=c2s/c(=C\c3ccc(-c4cccc(C(=O)OCC)c4)o3)c(=O)n2C1c1ccc(C)cc1 (stereo not given)	7%
COc1ccc(/C(C)=N/NC(=O)c2cc(C3CC3)[nH]n2)cc1	0%
O=C(Cc1ccccc1)Nc1ccc(NC(=O)c2ccco2)cc1	0%
O=c1cc(-c2ccccc2F)nc(-c2ccc(Br)cc2)o1	2%
COc1ccc(C(=O)NC(=S)Nc2ccc(O)c(-c3nc4cc(C)c(C)cc4o3)c2)cc1OC	4%
Clc1ccc(-c2cc(-c3ccccc3)nc(N/N=C/c3cccnc3)n2)cc1	14%
Cc1ccccc1OCC(=O)O/N=C(\N)c1ccc(Cl)cc1	12%
CCOc1ccc(NC(=O)/C=C/c2cccc(C(F)(F)F)c2)cc1	14%
CCOC(=O)C1=NN(C(=O)c2ccc(Cl)cc2)C(O)(C(C)(C)C)C1 (stereo not given)	2%
COc1ccccc1/C=C1/SC(=NCc2ccccc2)N(Cc2ccccc2)C1=O	28%
N#CC1=C(N)OC2=C(C(=O)CC(c3ccccc3)C2)C1c1ccc(Cl)cc1Cl (stereo not given)	15%
O=C(O)/C=C/C(=O)Nc1ccccc1OC(F)F	20%
C[N+]1(c2ccccc2)CCC(N)=N1 (stereo not given)	0%
COc1ccc(S(=O)(=O)N(CC(=O)Nc2ccc(Cl)cc2C)Cc2ccccc2)cc1OC	6%
COc1ccc(-c2cc(C(=O)Nc3ccc(Cl)c([N+](=O)[O-])c3)c3ccccc3n2)cc1OC	5%
COC(=O)c1ccc(NC(=O)c2c(O)c3ccccc3[nH]c2=O)cc1	8%
O=C(CSc1nnc(-c2ccncc2)n1-c1ccccc1)c1cccc([N+](=O)[O-])c1	8%
COc1ccc(N(CC(=O)Nc2ccc(OC)c(OC)c2)S(C)(=O)=O)c(OC)c1	8%
CCOC(=O)C(O)(c1ccc(N(CC)CC)cc1)C(F)(F)F (stereo not given)	21%
CC(C)(C)CC(C)(C)NC(=O)Nc1ccc2nc(-c3ccccc3)c(-c3ccccc3)nc2c1	13%
COc1ccccc1C1=N/C(=C\c2ccc3c(c2)OCO3)C(=O)O1	7%
COCCOC(=O)C1=C(C)NC(=O)NC1c1ccc(Br)cc1 (stereo not given)	4%
CC(=O)c1ccc(C2CCC(C(C)=O)CC2)cc1 (stereo not given)	0%
CC(=O)NC(NC(C)=O)c1ccc(F)cc1	4%
O=C(c1ccc(Cl)cc1)N(C1CCCCC1)C1CCCCC1	9%
CC(Oc1ccc(Cl)cc1)C(=O)NN (stereo not given)	1%
O=C(N/N=C/c1ccc(O)c(I)c1)c1ccccn1	3%
CCn1c(C)nc2cc(Cl)ccc21	6%
Cc1cc2nc(-c3ccc(NC(=O)COc4ccccc4[N+](=O)[O-])cc3)oc2cc1C	15%
N#Cc1ccc(C=Nc2cccc(C#N)c2)cc1	0%
COc1ccccc1C(=O)N1CCN(Cc2cccc(Cl)c2)CC1	8%
CCOc1cccc(NC(=O)/C(C#N)=C\c2ccc(-c3ccccc3C(=O)O)o2)c1	0%
Cc1cccc(C)c1NC(=O)CC(C)c1ccccc1 (stereo not given)	2%
C=CCn1cc(/C=c2\sc3n(c2=O)C(c2ccc4c(c2)OCO4)C(C(=O)OCC)=C(C)N=3)c2ccccc21 (stereo not given)	18%
CCCN1C/C(=C\c2cccc3ccccc23)C(=O)/C(=C/c2cccc3ccccc23)C1	27%
O=S(=O)(c1ccc(Cl)cc1)N1CCN(C2CCC(c3ccccc3)CC2)CC1 (stereo not given)	10%
Cc1cc(C)c2oc(-c3ccc(NC(=O)Cc4ccc(Cl)cc4)cc3)nc2c1	35%
CC1=NN(c2ccc(C)c(Cl)c2)C(=O)/C1=C\c1ccccc1O	8%
Cc1ccc(NC(=O)COc2ccc(Br)cc2Cl)cc1C	23%
(more compounds)
SMILES	RNase H inhibition
COc1cccc(NC(=O)c2oc3ccccc3c2C)c1	3%
C=CCc1ccccc1OCCOc1cccc(/C=C2\SC(N)=NC2=O)c1	15%
CCCCSc1nc2ccc(NC(C)=O)cc2s1	0%
CC(=O)OC(OC(C)=O)c1ccc([N+](=O)[O-])cc1	0%
